Source: PubChem BioAssay (several laboratories)
IEC-6 cytotox = IEC-6 cytotoxicity, counter-screen for KLF5 inhibitors; luminescence viability; inhibition, % at 5 µM; actives 0.78% (n = 290,000); AID 1825; in the data active = inhibition above about 22%;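 note: 0% = plate median of test compound wells and 100% = cytotoxic reference compound wells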
AI-2 QS mod = modulates the Vibrio harveyi AI-2 quorum sensing system; activity change, % at 7.5 µM; actives 0.4% (n = 300,000); Vibrio harveyi JMH597 AI-2 luminescence/OD600 ratio, 9 h; active compounds read low; strain lacks LuxN and CqsS sensors; 0 = neutral-control median; in the data active = activity change below about -75%, passing the limit was not always enough; inconclusive = no clear call, values can overlap the other calls;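 note: luminescence divided by OD600 gain over 9 h not by final OD600 alone; inactives centre near 13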
SKKanGAS inh = blocks kanamycin growth of S. pyogenes SKKanGAS strain | inhibition, % at 7.5 µM | BacTiter-Glo, 6 h | actives 1.3% (n = 300,000) | AID 1662;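 active = mean replicate score, as percent of positive control median, at least 50; inconclusive = mean below 50 but one replicate at or above 50; inactive = mean and every replicate below 50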;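 note: strain carries kanamycin resistance gene driven by streptokinase promoter and grows in 40 µg/ml kanamycin; loss of luminescence reflects streptokinase promoter inhibition or plain growth inhibition; 0% = median of DMSO wells and 100% = positive control at its reference dose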
HSF-1 act = increases HSF-1 driven luciferase reporter signal | NIH3T3-HGL HSF-1 luciferase reporter, MG132, 8 h; 100% = twice DMSO control signal | activation, % at 9 µM | actives 1.7% (n = 300,000);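 active = mean replicate activation of at least 50% with a set share of replicates each reaching 50%; inconclusive = only one of those two conditions met; inactive = mean below 50% and too few replicates reaching it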;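 note: 0% = median of the neutral control wells and 100% = twice that signal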
aSyn UTR inh = MLPCN primary screen, SNCA 5' untranslated region | alpha-synuclein 5'UTR reporter, inhibitor activity | inhibition, % (tested at 7.5 µM) | actives 0.82% (n = 300,000); in the data active = inhibition above about 60%; inconclusive = no clear call, values can overlap the other calls;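 note: H4 neuroglioblastoma cells stably carrying SNCA 5'UTR luciferase fusion; 0% = DMSO wells and 100% = positive control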
HSP90 refold inh = HSP90 refolding inhibition in rabbit reticulocyte lysate | luciferase refolding luminescence, 3 h | inhibition, % at 5.6 µM | actives 0.91% (n = 290,000) | AID 1789;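 active = inhibition above the screen-wide mean plus 3 SD, computed separately per campaign, cut at about 16% in these data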;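 note: 0% = DMSO wells and 100% = 60 µM geldanamycin wells; inhibitors lower the luminescence because luciferase stays unfolded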
Platelet DG rel = platelet dense granule release activity; human platelet-rich plasma, SFLLRN dense granule ATP release, luminescence; inhibition, %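 (compounds screened at 7.5 µM in platelet-rich plasma)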; actives 0.22% (n = 300,000); AID 1663;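 active = mean replicate score, as percent of positive control, at or above 50; inconclusive = mean below 50 but at least one replicate at or above 50; inactive = mean and every replicate below 50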
HSF1 inhib = HSF1 inhibition. AID 2098. actives 0.77% (n = 300,000). NIH3T3-HGL HSE-luciferase, MG132-induced, luminescence 8 h; active compounds read low. activity change, negative = inhibition, % at 7.5 µM (by protocol);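 active = more than half of replicate wells show activity change below -50%, luminescence cut by over half; inconclusive = some wells, but at most half, below -50%; inactive = no replicate well below -50%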;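 note: luciferase reports HSF-1 transcriptional activity via heat shock element; 0% = median of DMSO wells and -100% = zero luminescence signal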
KLF5 inh = inhibitors of KLF5 expression; actives 0.23% (n = 290,000); inhibition, % at 5 µM; AID 1700; DLD-1 KLF5 promoter-luciferase reporter, luminescence;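 active = inhibition above a per-plate limit of that plate's mean compound inhibition plus 3 SD, cut at about 60% in these data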;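 note: 0% = DMSO wells and 100% = LY294002 at 200 µM; higher means less KLF5 promoter-driven luciferase light; inactives centre near -14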
HIF act = HIF pathway transcriptional activation; U2OS HRE-luciferase reporter, luminescence; normalized: DMSO 0%, desferrioxamine 100%; activation, % at 7.5 µM (by protocol); actives 0.32% (n = 300,000);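 active = mean activation of at least 10% of the iron chelator positive control signal, with at least half of replicates also reaching 10%; inconclusive = mean and replicate majority disagree about reaching 10%; inactive = mean and most replicates under 10%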
Starred values were filed as active, the others as inactive; ? = inconclusive; / = no result given. Compounds as they come. Share with any hit: about 6%.

entry	structure	IEC-6 cytotox	AI-2 QS mod	KLF5 inh	HSF1 inhib	SKKanGAS inh	HSF-1 act	HIF act	aSyn UTR inh	HSP90 refold inh	Platelet DG rel
1	CC(C)N1CCC(N2CCN(Cc3cnc(-c4ccccc4)s3)CC2CCO)CC1 (configuration not stated)	-4.0	14.0	21.3	5.8	-18.3	13.0	0.0	1.6	-1.0	3.6
2	CCC(C)(C)n1nnnc1C(c1ccc(C)cc1)N1CCSCC1 (configuration not stated)	-3.6	33.9	-27.2	-5.3	8.9	6.2	0.1	6.5	3.0	-49.7
3	O=C(NCc1ccccc1)C(=O)Nc1nc(-c2ccccc2)cs1	1.3	20.2	-17.9	-2.2	?	-11.4	-0.5	-27.3	0.3	10.3
4	COc1cc(C(=O)OC(C)CN2CCCCC2)cc(OC)c1OC (configuration not stated)	-9.7	6.5	-18.5	-2.0	3.8	3.1	0.3	8.7	-0.6	-11.8
5	N/C(=N\OC(=O)c1cccs1)c1ccccc1	-10.6	24.1	-52.7	13.7	7.0	26.2	3.5	-250.1	-6.7	-3.2
6	O=C(CC1CCCCC1)NCc1cn2ccsc2n1	2.5	14.7	-40.4	-0.1	-4.5	-1.1	-0.1	2.2	2.5	-2.0
7	O=C(COc1ccc2c3c(c(=O)oc2c1)CCC3)NCc1ccncc1	9.0	20.3	-20.4	-1.8	-12.2	-17.0	-0.6	4.7	8.5	-4.1
8	Cc1cccc(N2CC(C(=O)Nc3ccc(S(=O)(=O)N4CCOCC4)cc3)CC2=O)c1 (configuration not stated)	0.0	5.4	-21.9	-11.0	-12.5	9.3	0.2	-4.2	0.7	0.0
9	CC(C)Oc1ccc(/C(O)=C2/C(=O)C(=O)N(Cc3cccnc3)C2c2ccco2)cc1 (configuration not stated)	-7.0	13.7	-28.8	-34.2	-0.7	-46.5	2.4	-19.7	20.5*	1.6
10	COc1ccc(C2=NOC(Cn3nc(C(=O)NCc4ccco4)cc3-c3ccccc3)C2)cc1 (configuration not stated)	/	7.0	/	4.4	6.8	11.1	0.1	-6.1	/	3.7
11	c1ccc(OCCn2cnc3ccccc32)cc1	-7.9	15.3	-33.2	-2.2	-5.9	1.4	0.6	3.4	1.6	10.2
12	COc1cccc(OC)c1C(=O)Nc1nc(-c2ccccc2)cs1	1.4	-3.5	-1.1	0.3	2.1	-14.6	-0.9	3.0	6.2	1.6
13	CCCN1CCN(C(=S)NCc2ccc(Cl)cc2)CC1	-3.6	1.4	-10.9	-3.8	2.2	-1.8	0.0	6.3	-0.9	4.6
14	C/C(=N\N1C(=O)CSC1=S)c1ccc(Br)cc1	-21.4	18.0	-28.2	-3.8	12.3	19.8	-0.7	1.8	0.6	-3.9
15	CCCCCCCNC(=O)C1(CC2CC(c3cccc(Br)c3)=NO2)CCNCC1 (configuration not stated)	5.1	-7.7	-15.7	7.3	4.1	0.7	-4.6	-8.8	-0.7	-6.7
16	COc1ccc(C2C3=C(CCCC3=O)Nc3nc(C(F)(F)F)nn32)cc1OC (configuration not stated)	4.2	14.9	6.7	4.8	2.6	5.3	-0.1	-5.4	3.3	3.3
17	CC1C(c2ccccc2)N(C)CCC12NC(=O)NC2=O (configuration not stated)	-3.6	15.2	-10.5	-6.2	3.5	6.4	-0.1	-2.8	3.7	-5.7
18	Cc1ccc(N=Nc2ccc(O)c(P(=O)(c3ccccc3)c3ccccc3)c2)cc1	-2.2	18.5	-16.0	9.0	49.7*	22.2	-0.2	9.9	-0.4	-0.1
19	COC(=O)c1cc(C)sc1NC(=S)N1CCN(CCc2ccccc2)CC1	12.8	22.5	-32.5	-9.2	14.1	-14.8	0.0	4.1	0.8	26.7
20	Cc1ccc(NC2CC(=O)N(Cc3ccccc3)C2=O)cc1 (configuration not stated)	5.9	6.9	0.9	24.0	5.1	55.8*	2.9	-65.7	5.5	-5.1
21	O=C(/C=C/c1ccc2ccccc2n1)N1CCN(S(=O)(=O)c2ccccc2F)CC1	-2.2	24.3	-0.9	-13.4	-1.6	-26.8	-0.1	41.2	4.4	7.9
22	Cc1ccc(NC(=O)COC(=O)Cc2ccsc2)cc1S(=O)(=O)N1CCOCC1	0.4	-12.0	-18.7	-4.0	-0.8	10.5	-0.2	-11.3	-0.3	0.0
23	O=C(COC(=O)[C@H](Cc1c[nH]c2ccccc12)NC(=O)c1ccc(Cl)cc1)Nc1ccc2c(c1)OCO2	-2.5	17.0	-15.2	11.6	32.7	17.6	-0.1	-0.1	7.2	2.8
24	Cc1occc1C(=O)NC1CCCc2ccccc21 (configuration not stated)	-2.3	22.6	-3.3	-0.8	-5.7	-9.3	-0.1	22.8	5.5	-10.9
25	O=S1(=O)CCOC[C@H](Cc2ccccc2)N1Cc1cccc(Cl)c1	/	22.7	/	-2.1	18.5	-8.0	-1.6	12.0	/	6.8
26	Cc1ccc(S(=O)(=O)NC2c3cccc4cccc(c34)C2Sc2n[nH]c(N)n2)cc1 (configuration not stated)	4.8	1.1	16.9	-12.6	26.6	-18.4	-0.1	-19.3	3.7	-26.7
27	COC(=O)C1=C(N)Oc2cc(C)[nH]c(=O)c2C1c1ccc(Cl)cc1 (configuration not stated)	3.8	22.8	-6.6	-2.8	-6.7	0.3	-0.5	7.0	1.9	14.0
28	COc1ccc(NS(=O)(=O)c2ccc(-c3n[nH]c(=S)n3Cc3ccccc3)cc2)cc1	0.2	4.7	6.6	3.8	1.3	9.1	0.0	3.8	9.6	1.2
29	CC(=O)Nc1ccc(S(=O)(=O)Nc2ccc(NC(=O)c3ccco3)cc2)cc1	-1.3	23.1	7.4	-3.6	-6.6	5.6	-0.5	15.7	1.0	-0.7
30	O=C(NNc1nc2c(F)cccc2s1)C1COc2ccccc2O1 (configuration not stated)	1.2	5.3	-38.7	0.1	3.9	4.1	-0.1	-35.9	0.8	-1.9
31	COc1ccc(N2C(=O)C(CC(=O)Nc3ccccc3)N(Cc3cccs3)C2=O)cc1 (configuration not stated)	1.2	6.8	0.9	-9.1	-4.5	-18.0	-0.2	-5.1	-4.9	0.8
32	CCCCOC(=O)Nc1ccccc1C(=O)OC	2.3	13.7	3.1	3.2	-0.1	-3.3	-0.4	13.3	-0.4	-0.9
33	O=C1SC(Cc2ccccc2)C(=O)N1c1ccccc1 (configuration not stated)	5.1	14.8	1.0	2.7	1.8	0.3	-0.6	32.8	-4.9	4.0
34	COc1ccc(-c2ccc(Nc3ccc(C(=O)N4CCOCC4)cc3)nn2)cc1OC	-2.2	0.7	-9.2	-3.6	14.9	3.4	0.3	7.9	0.1	-2.4
35	CCOc1ccc(Br)cc1C1=NN(C(C)=O)C(c2ccc([N+](=O)[O-])s2)O1 (configuration not stated)	-3.8	30.9	-12.0	7.2	8.5	3.5	-0.5	-27.0	0.6	-4.0
36	COC(=O)C1=C(C)OC(N)=C(C#N)C1c1c(C)nn(C)c1C (configuration not stated)	-4.5	11.3	-18.8	3.3	3.1	15.5	0.6	22.2	0.3	-8.9
37	CCn1cc(C(=O)NCC(C)C)c(=O)c2cc(F)c(N3CCN(C(=O)c4ccco4)CC3)cc21	5.5	12.5	-24.8	-3.2	13.9	-10.1	-0.6	29.7	2.9	-13.7
38	CCCS(=O)(=O)N1CCN=C1SCc1cccc2ccccc12	5.5	6.0	-0.8	1.6	-0.2	-12.9	0.1	25.6	-1.9	-2.8
39	O=S(=O)(Nc1nccs1)c1ccc(Nc2nnc(-c3ccccc3)c3ccccc23)cc1	1.0	19.3	-8.1	-6.9	103.2*	5.8	0.2	1.6	0.4	11.8
40	O=C(c1cccc(F)c1)N1CCN(CC2CC3C=CC2C3)CC1 (configuration not stated)	-2.3	10.2	-7.4	/	/	/	/	/	3.0	/
41	CCOc1ccc2[nH]c3c(=O)n(CCC4=CCCCC4)cnc3c2c1	3.8	-7.6	-3.0	-6.4	-6.4	-17.6	-0.1	0.4	9.0	1.6
42	CN(Cc1cn[nH]c1-c1ccc(-c2ccccc2)cc1)CC1CCOCC1	-8.2	9.7	-37.1	5.6	19.6	-2.9	1.5	-93.1	-3.5	-1.7
43	CCn1nc(NC(C)=O)c2cc3ccc(C)cc3nc21	6.7	14.2	-0.8	-3.2	0.8	-4.6	-0.9	30.0	-3.4	6.4
44	COc1ccc(CC2(CO)CCN(Cc3cnn(-c4ccc(F)cc4)c3)CC2)cc1	1.5	20.3	2.6	-0.9	-12.4	16.1	0.1	-2.1	1.8	14.2
45	O=C(C1=C[C@H](c2ccc3c(c2)OCO3)C[C@H](OCCCCO)O1)N1CCN(Cc2ccc3c(c2)OCO3)CC1	5.4	8.2	-4.4	10.5	-0.7	41.0	-4.9	8.8	6.7	9.0
46	CCn1c(Cc2ccccc2)nnc1SCc1ccc([N+](=O)[O-])cc1	-10.0	19.8	-10.1	-6.1	-0.6	8.3	-0.3	-0.4	0.0	7.1
47	COc1ccc(C(=O)CSc2nc(SC)ns2)cc1OC	3.5	11.8	-6.6	9.9	-3.5	27.2	0.2	23.8	-2.6	-5.4
48	COC(CSc1ncnc2c1oc1nc3c(cc12)COC(C)(C)C3)OC	-0.8	9.6	-8.2	-2.5	1.3	10.8	0.4	-50.1	7.3	-46.7
49	COC(=O)c1c(-c2cccs2)csc1NC(=O)CSc1ncnc2sc(C)c(C)c12	-0.9	0.3	-16.2	-2.4	6.5	-8.7	0.1	21.8	-1.4	-2.8
50	Cc1nc(SCC(=O)N2CCN(C(=O)c3ccco3)CC2)c2c(C)c(C)sc2n1	-0.4	6.1	-10.1	3.1	4.4	3.0	-0.1	9.3	2.4	12.6
51	CCNS(=O)(=O)c1ccc(CCC(=O)NCc2ccccc2)cc1	-7.8	21.5	-14.6	-8.8	-11.5	-8.8	-0.2	-0.3	-1.8	-4.7
52	Cc1ccc(S(=O)(=O)N(C)C)cc1NC(=O)COC(=O)/C=C/c1ccc2c(c1)OCO2	-1.2	7.2	-14.1	-8.8	-2.6	-10.8	0.4	8.5	-0.3	3.6
53	CN(C)S(=O)(=O)N1CCC(Oc2ccc(C(=O)N3C[C@@H]4CCC[C@H]3C4)cc2)CC1	2.9	9.6	-15.2	-1.7	0.2	7.8	-0.6	39.5	1.1	0.9
54	O=C(N/N=C/c1ccccn1)c1cccc(S(=O)(=O)Nc2ccccc2Cl)c1	-1.8	60.6	-16.6	0.6	-1.3	10.3	0.1	-16.3	-0.5	-13.0
55	CCC1Oc2ccc(C)cc2N(CC(=O)NCCCN2CCOCC2)C1=O (configuration not stated)	0.1	12.9	-10.1	-4.4	-3.3	12.0	0.1	7.0	1.2	-0.9
56	CCOc1ncccc1C(=O)Nc1ccc2nc(C)sc2c1	1.9	43.6	-70.4	3.0	7.7	9.1	0.5	-74.6	-0.1	-7.0
